H37Rv inhibition: M. tuberculosis growth inhibition, HTS (AID 449762); M. tuberculosis H37Rv growth inhibition, 7H9 media; higher % means a stronger effect; 330,000 compounds, 0.59% hits; inhibition, % at 25 µM; hits with a dose series show IC50 in µM; in the data active = a potency from the dose series; inconclusive = inhibition above about 70% without an active follow-up result;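 note: bacterial growth assessed after seven days of incubation; strong numbers were not always called active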
M. tuberculosis: growth inhibition of non-replicating M. tuberculosis (AID 488890). Mycobacterium tuberculosis non-replicating, growth inhibition; higher % means a stronger effect. one-dose inhibition, % at 25 µM; IC50 in µM for titrated hits. 320,000 compounds, 0.39% hits; in the data active = a potency from the dose series; inconclusive = inhibition mostly from about 82% at the one dose, without a potency; inactive = the rest, 99 in 100 with inhibition below about 76%;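 note: plate controls were DMSO cells for no effect and high antibiotic wells for full effect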
inhibitors of VEEV: inhibitors of VEEV TC-83 cytopathic effect, confirmation, Vero cells (AID 588727) | Vero cells, VEEV TC-83 cytopathic effect inhibition; higher % means a stronger effect | inhibition, % at 20 µM; hits with a dose series show IC50 in µM | 350,000 compounds, 0.13% hits; in the data active = a potency from the dose series; inconclusive = inhibition mostly from about 14% at the one dose, without a potency; inactive = the rest, 99 in 100 with inhibition below about 12%; note: strong numbers were not always called active
Salmonella PhoP GFP: Inhibition of PhoP regulon, Salmonella typhi GFP reporter cells, confirmation, 4 h (AID 1850); inhibition, % at 50 µM, or IC50 in µM where a hit was titrated; 310,000 compounds, 0.33% hits; Salmonella Typhi PhoP-promoter GFP reporter, fluorescence, 4 h; higher % means a stronger effect; in the data active = a potency from the dose series; inconclusive = inhibition mostly from about 25% at the one dose, without a potency; inactive = the rest, 99 in 100 with inhibition below about 19%;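 note: 0% = induced wells with vehicle and 100% = uninduced wells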
influenza NS1A: NS1A inhibition, H1N1 influenza, cell based functional assay (AID 504329); NS1A functional cell-based assay, percent inhibition; higher % means a stronger effect; one-dose inhibition, % at 12.5 µM; IC50 in µM for titrated hits; 340,000 compounds, 0.3% hits; in the data active = a potency from the dose series; inconclusive = inhibition above about 27% without an active follow-up result; note: strong numbers were not always called active
inhibitors of VEEV 10K pilot screen: further read-out of inhibitors of VEEV, marked with its call; inhibition, %; measured here: 10K pilot screen inhibition
An asterisk follows results filed as active; i = inactive; ? = inconclusive; · = no result given.

SMILES	H37Rv inhibition	M. tuberculosis	inhibitors of VEEV	Salmonella PhoP GFP	influenza NS1A	others
COCCCn1c(SCC(=O)Nc2cccc(C)n2)nnc1-c1ccco1	9%	6%	i	-6%	-2%
C=CCNC(=O)/C(C#N)=C/c1ccc2c(c1)OCCO2	0%	10%	0.2%	10%	-7%
Nc1ccc2[nH]c(=S)[nH]c2c1	·	·	0.5%	·	-7%
COc1ccccc1C(=O)OCC#CCSc1nnc(-c2cccc3ccccc23)o1	48%	?	4.3%	·	1%
Cc1cc(C)c(S(=O)(=O)N2CCOCC2)c(C)c1N(C)S(=O)(=O)c1ccccc1	-1%	16%	2.1%	-3%	-6%
Cn1cc(Br)c(C(=O)NC2CCCCC2)n1	-6%	1%	7.2%	-6%	4%
O=[N+]([O-])c1cc(C=NN2CCCCCC2)ccc1Cl	·	·	i	·	12%
CCN(CC)C(=O)N1CCC(NC(=O)c2ccc(C(C)(C)C)cc2)CC1	9%	23%	i	-17%	-7%
CC(NC(=O)c1ccc(Cl)cc1)C(=O)NC1=NCCS1 (stereo not given)	-9%	12%	1.8%	-15%	1%
CCn1c(SCC(=O)Nc2cc(C)on2)nc2sc3c(c2c1=O)CCCC3	3%	7%	i	-10%	1%
O=C(CCc1ccc(S(=O)(=O)N2CCOCC2)cc1)N/N=C/c1ccc(F)cc1F	-5%	-6%	0.6%	-1%	6%
COc1ccccc1OCCCC(=O)Nc1nnc(C2CCCO2)s1 (stereo not given)	-7%	2%	1.4%	-3%	-6%

Two consecutive compounds already listed, quoted:
SMILES	H37Rv inhibition	M. tuberculosis	inhibitors of VEEV	Salmonella PhoP GFP	influenza NS1A	others
C=CCNC(=O)/C(C#N)=C/c1ccc2c(c1)OCCO2	0%	10%	0.2%	10%	-7%
Nc1ccc2[nH]c(=S)[nH]c2c1	·	·	0.5%	·	-7%

Additional results follow:
SMILES	H37Rv inhibition	M. tuberculosis	inhibitors of VEEV	Salmonella PhoP GFP	influenza NS1A	others
Cc1cccc(C(=O)N2CCNC(=O)C2CC(=O)Nc2cccc(Cl)c2)c1 (stereo not given)	2%	-1%	1.2%	-15%	-13%
CC(C)N(C(=O)CSc1ncnc2sc(-c3ccccc3)cc12)C(C)C	2%	8%	8.0%	7%	-6%
O=C(O)c1cc(-c2ccc(-c3ccc(F)cc3)o2)nc2ccccc12	5%	24%	1.1%	2%	0%
CCOC(=O)C1C(=O)NC(c2ccccc2)=NC1c1ccc(Cl)cc1 (stereo not given)	0%	-7%	1.4%	6%	-15%
Nc1cc(Cl)ccc1Oc1ccc(Cl)cc1	4%	68%	0.8%	1%	1%
C/C(=N\NC(=O)c1ccn(C)n1)c1cccc(NC(=O)c2ccc(C)s2)c1	-1%	5%	7.1%	-3%	5%
CCNC(=O)CN1c2cccc3cccc(c23)S1(=O)=O	-6%	-1%	0.7%	5%	-1%
CC1CCN(S(=O)(=O)c2nnc(NC(=O)c3ccccc3Br)s2)CC1	-6%	35%	i	0%	5%
CCO/N=C1\C(=O)N(c2ccccc2)c2ccccc21	-4%	4%	i	8%	1%	inhibitors of VEEV 10K pilot screen=0.4
COc1cc(O)c(C(CC(=O)N2CCCC2)c2ccc3c(c2)OCO3)c(OC)c1 (stereo not given)	3%	-11%	0.9%	5%	7%
CCN(C(=O)CSc1nnc2ccccn12)c1c(N)n(Cc2ccccc2)c(=O)[nH]c1=O	0%	10%	i	0%	-4%
Cc1c(Br)c([N+](=O)[O-])nn1CCCC(=O)Nc1sc2c(c1C(N)=O)CCC(C)C2 (stereo not given)	0%	0%	0.8%	-3%	2%
O=[N+]([O-])c1ccc(N2CCCCCC2)c(S(=O)(=O)N2CCCCC2)c1	-10%	5%	3.0%	-1%	24%
CCOC(=O)c1cnn2c(C(F)F)cc(C3CC3)nc12	3%	6%	0.5%	-3%	-31%
C1=CC2=NC34CCCCC3CC3=C(CCCC3)N4C2=CC1=NC1CCCCC1 (stereo not given)	?	?	i	4%	5%
O=C(c1ccco1)N1CCN(S(=O)(=O)c2ccc3c(c2)CCN3C(=O)C2CC2)CC1	-15%	-4%	i	10%	3%
COC(=O)c1cc(N=C(N)N=C(N)N)cc(C(=O)OC)c1	-4%	-1%	i	11%	3%
Cc1ccc(S(=O)(=O)N(C)C)cc1NC(=O)CN1CCCC1	-5%	-10%	1.9%	5%	6%
CN(C)NC(=O)c1cccc(Cl)c1	4%	-13%	2.2%	-1%	·
CCN(Cc1ccccc1)c1ccc(/C=N/NS(=O)(=O)c2ccc(C)c([N+](=O)[O-])c2)cc1	-4%	59%	1.0%	7%	-1%
Cc1noc(C)c1COc1ccc(C(=O)NNC(=O)c2ccccc2F)cc1	-3%	13%	8.3%	·	-2%
O=C(Nc1ccncc1)c1ccc(Cl)c(Cl)c1	5%	31%	i	7%	-2%
CC(=O)Nc1ccc(S(=O)(=O)N(C)CC(=O)N2CCN(C(=O)c3ccco3)CC2)cc1	3%	-4%	i	·	4%
C[C@H]1NC(=O)[C@@]2(C)[C@@H](c3ccccc3)[C@H]3COc4ccccc4[C@H]3N2C1=O	-15%	8%	0.1%	·	9%
Cc1nn(CCCC(=O)NCCc2ccc(Cl)cc2)c(=O)c2nn(-c3ccccc3)c(C)c12	2%	-7%	i	0%	-4%
O=Cc1cccc(OC(=O)/C=C/c2ccco2)c1	5%	59%	i	-6%	-7%
Cc1cc(C)nc(SCc2nnc(SCC(N)=O)n2Cc2ccco2)n1	-6%	-2%	2.1%	2%	3%
CCc1cccc(CC)c1NC(=O)c1cccc(NC(=O)c2ccccc2)c1	-16%	9%	4.1%	-1%	-2%
Cc1cc(NC(=O)c2cc(F)c(F)cc2Cl)no1	-5%	-17%	2.4%	0%	-2%
COc1cc(/C=C/C(=O)N(Cc2ccccc2)c2ccccn2)cc(OC)c1OC	3%	-4%	0.6%	-8%	-5%
Cc1ccc(S(=O)(=O)c2nc(C)oc2N2CCOCC2)cc1	-3%	2%	0.1%	-4%	-4%
O=C(Cc1cccs1)Nc1nnc(SCc2ccc(C(F)(F)F)cc2)s1	14%	-12%	0.5%	-4%	-1%
Cc1ccc(S(=O)(=O)N2CCN(C(=O)CN3CCc4ccccc4C3)CC2)cc1	-5%	20%	i	-11%	-2%
COc1ccccc1Oc1ccc(S(=O)(=O)N2CCCCC2)cc1NC(=O)CCNC(C)=O	23%	30%	2.6%	-4%	-5%
COC(=O)c1cc(NC(=O)C2(S(=O)(=O)c3ccc(Cl)cc3)CC2)cc(C(=O)OC)c1	-3%	-1%	1.7%	11%	-6%
CN(Cc1cccs1)C(=O)Cn1cnc2cc([N+](=O)[O-])ccc2c1=O	0%	5%	10%	7%	1%

Reprinted at random: 4 entries already listed
SMILES	H37Rv inhibition	M. tuberculosis	inhibitors of VEEV	Salmonella PhoP GFP	influenza NS1A	others
O=[N+]([O-])c1cc(C=NN2CCCCCC2)ccc1Cl	·	·	i	·	12%
O=C(O)c1cc(-c2ccc(-c3ccc(F)cc3)o2)nc2ccccc12	5%	24%	1.1%	2%	0%
C1=CC2=NC34CCCCC3CC3=C(CCCC3)N4C2=CC1=NC1CCCCC1 (stereo not given)	?	?	i	4%	5%
COc1cc(/C=C/C(=O)N(Cc2ccccc2)c2ccccn2)cc(OC)c1OC	3%	-4%	0.6%	-8%	-5%

Next results follow.
SMILES	H37Rv inhibition	M. tuberculosis	inhibitors of VEEV	Salmonella PhoP GFP	influenza NS1A	others
N=C1S/C(=C\c2ccccc2F)C(=O)N1c1ccc(F)cc1	13%	6%	0.5%	-9%	6%
O=C(N/N=C/c1ccc(Cl)cc1)c1nc2ccc([N+](=O)[O-])cc2c(=O)[nH]1	1%	39%	0.0%	-13%	-2%
O=C(NC12CC3CC(CC(C3)C1)C2)c1ccc(-c2ccc(Cl)cc2)o1	?	·	i	-10%	78%
O=C(NCC(c1cccnc1)N1CCN(c2ccccc2F)CC1)OCc1ccccc1 (stereo not given)	65%	57%	i	6%	-8%
Cc1cccc(C(=O)OCC(=O)NCCNC(=O)COC(=O)c2cccc(C)c2C)c1C	-4%	-6%	3.3%	-11%	-10%
COC(=O)C(CC(C)C)NC(=O)c1ccc([N+](=O)[O-])cc1 (stereo not given)	54%	58%	0.5%	0%	0%
CCOC(=O)C1=C(COC(=O)c2ccc(OC)c(S(=O)(=O)N3CCOCC3)c2)NC(=O)NC1C (stereo not given)	·	·	3.5%	·	-6%
COc1ccc(-c2csc(N3CCSCC3)n2)cc1	-3%	-8%	3.9%	5%	-12%
O=C(O)c1ccc(S(=O)(=O)Nc2ccc(O)c(Sc3nc4ccccc4s3)c2)cc1	9%	11%	0.7%	6%	3%
C/C(=N\O)C1(C)N(O)C(C)(C)C(c2ccc(F)cc2)=[N+]1[O-] (stereo not given)	1%	10%	2.1%	-2%	-1%
CCc1ccc(NC(=O)C(C)OC(=O)c2cccc(S(=O)(=O)N3CCc4ccccc4C3)c2)cc1 (stereo not given)	2%	-11%	i	-10%	1%
COC(=O)c1nn(-c2ccccc2)nc1-c1nn(-c2ccccc2)nc1C(=O)OC	-6%	-3%	i	4%	-4%

The last 6 entries of the section before come first, to join the parts:
SMILES	H37Rv inhibition	M. tuberculosis	inhibitors of VEEV	Salmonella PhoP GFP	influenza NS1A	others
CCOC(=O)C1=C(COC(=O)c2ccc(OC)c(S(=O)(=O)N3CCOCC3)c2)NC(=O)NC1C (stereo not given)	·	·	3.5%	·	-6%
COc1ccc(-c2csc(N3CCSCC3)n2)cc1	-3%	-8%	3.9%	5%	-12%
O=C(O)c1ccc(S(=O)(=O)Nc2ccc(O)c(Sc3nc4ccccc4s3)c2)cc1	9%	11%	0.7%	6%	3%
C/C(=N\O)C1(C)N(O)C(C)(C)C(c2ccc(F)cc2)=[N+]1[O-] (stereo not given)	1%	10%	2.1%	-2%	-1%
CCc1ccc(NC(=O)C(C)OC(=O)c2cccc(S(=O)(=O)N3CCc4ccccc4C3)c2)cc1 (stereo not given)	2%	-11%	i	-10%	1%
COC(=O)c1nn(-c2ccccc2)nc1-c1nn(-c2ccccc2)nc1C(=O)OC	-6%	-3%	i	4%	-4%
CCCOc1ccccc1C1NC(=O)NC(C)=C1C(=O)OCCOC(C)C (stereo not given)	2%	1%	0.8%	-3%	-8%
CSc1ccc(Cl)c(C(=O)NCCOc2cc(C)ccc2C(C)C)c1	4%	17%	i	-7%	4%
CCOc1ccc(NC(=O)Cn2nnc(-c3ccccc3NC(=O)C3CC3)n2)cc1	2%	3%	0.9%	-6%	-5%
Cc1ccc(S(=O)(=O)NC(C(=O)N2CCOCCOCCOCC2)C(C)C)cc1 (stereo not given)	1%	-12%	i	-5%	0%
CN1CCN(c2nc(-c3ccc(Br)cc3)nnc2-c2ccccc2)CC1	7%	75%	4.8%	-1%	1%
O=[N+]([O-])c1c(NCCO)cc(N2CCCCCC2)c2nonc12	-4%	0%	1.6%	2%	-2%
NS(=O)(=O)c1ccc(CCNC(=O)c2cccc([N+](=O)[O-])c2)cc1	3%	-7%	1.5%	-10%	1%
